High-throughput results from PubChem.
PLC-gamma1 inh – blocks human PLC-gamma1 enzyme activity; P19174; purified PLC-gamma1, fluorogenic substrate, fluorescence; inhibition, % at 12.2 µM; 0.84% of 370,000 active; AID 720700; in the data active = inhibition above about 9.5%
DAX1 inh-1 – blocks DAX1 repression of SF-1 activated StAR promoter; HEK293T StAR-luciferase reporter, SF-1/DAX-1 repression relief; inhibition, % at 6.8 µM; 1.1% of 370,000 active; AID 652010;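 active = inhibition above the mean over all tested compounds plus 3 SD, cut at about 3.6% in these data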;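 note: 0% = DAX-1 cells with DMSO and 100% = cells lacking DAX-1 with DMSO; higher inhibition means more luminescence from relief of DAX-1 repression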
hcDAF-12 act – activators of H. contortus DAF-12 nuclear receptor; HEK293 hcDAF-12 lit1-tk-luc reporter, luminescence; 0% DMSO, 100% Δ7-dafachronic acid; activation, % at 6.8 µM; 1.4% of 370,000 active;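 active = activation above the mean of all tested compounds plus 3 SD, cut at about 5.5% in these data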;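 note: 100% = response to 3 µM Δ7-dafachronic acid high control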
GAA850 FXN act – frataxin GAA850 promoter activation; HEK293 lucGAA850 FXN promoter luciferase reporter, 24 h; percent of 10 µM SAHA response; activation, % at 6 µM; 0.56% of 360,000 active;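 active = activation above the average of all compounds screened plus 3 SD, cutoff fixed separately per campaign, cut at about 7.5% in these data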;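 note: 0% = DMSO wells and 100% = 10 µM SAHA wells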
ADAM10 inh – inhibits human ADAM10; recombinant ADAM10, EDANS/DABCYL FRET peptide cleavage, 3 h; inhibition, % at 7 µM; 0.62% of 370,000 active;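 active = inhibition above a per-campaign cutoff equal to the mean of compounds falling between control-based bounds plus 3 SD, cut at about 20% in these data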;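 note: 0% = DMSO wells while the 100% control is not disclosed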
hgDAF-12 ag – hgDAF-12 agonism, primary luciferase screen. HEK293 GAL4-hgDAF12 UAS-luciferase reporter, agonist luminescence; normalized to butyrate control. activation, % at 6.8 µM. 1.8% of 370,000 active;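 active = activation above a cutoff set at the mean of all screened compounds plus 3 SD, cut at about 10% in these data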;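 note: 0% = DMSO wells and 100% = sodium butyrate wells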
DAX1 inh-2 – inhibits human nuclear receptor DAX1; HEK293 Gal4-DAX1 luciferase reporter, luminescence; inhibition, % at 6.75 µM; 0.99% of 340,000 active; AID 504766;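 active = inhibition above the mean over all tested compounds plus 3 SD, cut at about 4.2% in these data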;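 note: 0% = DAX1-transfected cells with DMSO and 100% = empty-vector control cells with DMSO; inhibition shows as a rise in luminescence from relieved DAX1 repression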
ssDAF12 agonist – activates DAF-12 receptor from parasite S. stercoralis | HEK293 ssDAF-12/GRIP1 lit1-tk-luc reporter, luminescence; % of 3 µM dafachronic acid response | activation, % at 6.8 µM | 1% of 370,000 active | AID 652126;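 active = activation above the mean over all tested compounds plus 3 SD, cut at about 0.9% in these data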;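 note: 0% = DMSO-only wells and 100% = 3 µM delta7-dafachronic acid wells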
ADAM17 inh – ADAM17 inhibition, QFRET primary screen. P78536. recombinant ADAM17, EDANS/DABCYL FRET peptide cleavage. inhibition, % at 6.95 µM. 0.83% of 370,000 active. AID 720648;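 active = inhibition above the mean of compounds lying between control limits plus 3 SD, set per campaign, cut at about 8.5% in these data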;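 note: 0% = DMSO-only wells as the low control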
PLCb3 inh – blocks human PLC-beta3 enzyme activity; Q01970; Purified PLC-beta3, fluorogenic substrate, fluorescence; inhibition, % at 12.2 µM; 0.18% of 370,000 active; AID 720704; in the data active = inhibition above about 11%;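 note: 0% = median of compound wells on plate and 100% = full blocker control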
sPLA2-III inh – Blocks human group III sPLA2 activity. QFRET BODIPY PC-A2 liposome hydrolysis, fluorescence. inhibition, % at 12.2 µM. 0.56% of 370,000 active;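 active = inhibition above mean plus 3 SD of compounds lying within the high and low control bounds, cut at about 19% in these data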;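 note: 0% = median of test compound wells and 100% = no enzyme DMSO wells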
The depositor's hits bear a star; i = inactive; . = no result given.

SMILES | PLC-gamma1 inh | DAX1 inh-1 | hcDAF-12 act | GAA850 FXN act | ADAM10 inh | hgDAF-12 ag | DAX1 inh-2 | ssDAF12 agonist | ADAM17 inh | PLCb3 inh | sPLA2-III inh
COc1ccccc1N1CCN(C(=O)c2cc3c(s2)-c2ccccc2OC3)CC1 | -141.6 | -0.1 | 0.6 | 1.0 | -445.7 | 2.8 | 2.1 | -0.9 | -107.8 | -170.2 | -5.1
CC(C)N(Cc1nnc(-c2ccccc2Br)o1)C(=O)c1cc(Cl)nc2ccccc12 | 1.6 | 0.5 | 1.1 | -0.1 | 1.9 | 1.8 | 0.0 | -0.8 | -2.6 | 0.3 | -2.1
O=C1c2ccccc2CCC12N=NCC2c1ccc(Cl)cc1 (centres undefined) | -4.5 | 0.8 | 7.4* | 1.1 | -2.4 | 4.0 | -2.8 | 0.2 | -2.1 | -4.3 | -5.6
Cc1nc(N2CCN(C(=O)COc3ccccc3)CC2)c2c(C)c(C)sc2n1 | -0.5 | -1.6 | -1.2 | -0.9 | -0.1 | 1.7 | -1.8 | -1.4 | -1.9 | -0.1 | -5.2
CCOC(=O)CSc1nc2c(sc3ccccc32)c(=O)n1CCCN1CCOCC1 | 0.9 | -0.7 | -3.2 | 2.1 | -8.5 | 0.1 | -1.6 | -1.4 | -7.9 | -1.5 | -2.9
CC(C)N1Cc2nnn(Cc3ccc(F)cc3)c2-c2cc(F)ccc2S1(=O)=O | 2.1 | -0.5 | -3.7 | . | -2.3 | -1.3 | . | -1.2 | -2.6 | 0.9 | 10.9
COCCn1c(=S)[nH]c2cc(OC)c(OC)cc2c1=O | -1.3 | 0.2 | -0.6 | 2.0 | -7.3 | -1.2 | -0.7 | -1.2 | -3.7 | 2.1 | 4.0
CCOC(=O)CC(=O)CSc1nccc(-c2cccnc2)n1 | -11.7 | 1.1 | -0.3 | -1.5 | -6.8 | -2.1 | -0.8 | -1.3 | -2.1 | -25.5 | -7.5
CS(=O)(=O)N(CC(=O)Nc1cccc([N+](=O)[O-])c1)c1cccc(F)c1 | 4.6 | -0.3 | -2.6 | 0.2 | 7.2 | -0.3 | 2.5 | -1.6 | 0.9 | -1.2 | -15.0
CC(NC(=O)c1ccc2c(c1)OCCO2)C(=O)O (centres undefined) | 1.3 | 0.3 | 0.7 | 0.9 | 3.7 | -0.2 | -0.3 | -1.3 | -5.5 | -2.0 | 4.2
Cc1cccc(C)c1NC(=O)CNC(=O)CCC(=O)c1cccs1 | -5.3 | -0.5 | -1.2 | 3.8 | -11.8 | 0.8 | 0.4 | -1.3 | -8.5 | -7.4 | 2.7
COC(=O)c1cc(C(=O)NCc2ccccc2)c(=O)[nH]c1C | 1.3 | 0.1 | -2.4 | 0.5 | -2.3 | -0.7 | 0.2 | -1.3 | -2.1 | -6.5 | 9.7
O=C(OCC(=O)N1CCCCCC1)c1cc(S(=O)(=O)N2CCOCC2)ccc1F | 2.0 | 0.8 | -0.6 | 0.8 | -4.5 | 3.5 | 0.3 | -1.8 | -0.6 | 6.2 | 3.9
COc1ncccc1C(=O)Nc1c(-c2ccccc2)[nH][nH]c1=O | -1.6 | -1.2 | -0.5 | . | 2.4 | -2.0 | . | -0.7 | -4.0 | -0.1 | -3.5
COc1cccc(N2CCN(CC(=O)Nc3ccc(SC(F)F)cc3)CC2)c1 | -1.0 | -0.7 | -2.0 | 1.4 | 1.4 | -3.7 | -0.5 | -1.1 | 2.5 | -4.3 | -1.3
Clc1cccc(N/N=C/c2ccc(N3CCOCC3)s2)c1 | -19.9 | 0.8 | -1.9 | 4.6 | 0.8 | 2.4 | -0.1 | -0.5 | -0.1 | -19.7 | 3.3
CCN(CC(=O)Nc1ccc(NC(C)=O)cc1)C(=O)CC1OC(=O)c2ccccc21 (centres undefined) | 0.6 | 0.5 | -1.8 | 3.1 | 4.1 | 2.2 | 1.4 | -1.1 | 1.3 | -3.0 | 4.3
O=C(O)c1c[nH]ccc1=O | -1.5 | 0.0 | -0.2 | 1.6 | 1.0 | 2.5 | 0.5 | -0.9 | -0.7 | -0.2 | 2.7
Cc1cc(NC(=O)CSc2nnc3c(C)cc4cc(C)c(C)cc4n23)no1 | -3.1 | 1.7 | -0.5 | 0.3 | -6.2 | 1.1 | -0.2 | -0.4 | -7.0 | -2.9 | 0.7
CC(C)(C)OC(=O)NCCCCCNC(=O)c1[nH]cnc1C(=O)Nc1nccs1 | 2.1 | -0.4 | -1.8 | 1.2 | -0.1 | 0.2 | 2.0 | -1.0 | -0.4 | -3.8 | 18.1
COc1ccccc1C(=O)NC(C)c1ccccc1 (centres undefined) | 5.2 | -0.7 | 3.1 | -1.6 | 10.3 | 0.4 | 2.8 | -1.1 | 2.1 | 4.6 | 3.9
COC(=O)[C@]12CCCCC=C1N(Cc1ccc(OC)cc1)C(=O)[C@@H]2CC(=O)N1CCSCC1 | -2.7 | -1.1 | -1.4 | . | -5.9 | 1.8 | . | -0.5 | -5.7 | -3.2 | 8.4
CCOC(CCn1c(SCc2ccc([N+](=O)[O-])cc2)nc2ccccc2c1=O)OCC | 0.2 | -0.8 | -0.6 | 1.7 | -1.8 | 3.9 | -0.1 | -0.7 | -2.9 | 3.0 | -0.6
CCOC(=O)C1=C[C@@H](C(C)C)N(S(=O)(=O)c2ccc([N+](=O)[O-])cc2)[C@H]1c1ccccc1 | 1.8 | -1.8 | -1.8 | . | -1.8 | -1.1 | . | -1.9 | 5.1 | -1.4 | -0.1
O=C(Nc1ccc(F)c([N+](=O)[O-])c1)C1CCCO1 (centres undefined) | 1.0 | 0.2 | -0.8 | 0.0 | -4.2 | -1.2 | 3.2 | -0.3 | -1.2 | -2.1 | -8.4

Going on with the list.
SMILES | PLC-gamma1 inh | DAX1 inh-1 | hcDAF-12 act | GAA850 FXN act | ADAM10 inh | hgDAF-12 ag | DAX1 inh-2 | ssDAF12 agonist | ADAM17 inh | PLCb3 inh | sPLA2-III inh
Cc1ccc(N(CC(=O)NC2CCCCC2)S(=O)(=O)c2c(C)noc2C)cc1 | -0.3 | 0.4 | -0.6 | -1.6 | -2.1 | -1.4 | 2.0 | -1.1 | -3.3 | -4.5 | 5.7
COc1ccc(S(=O)(=O)N2CCCCCC2)cc1C(=O)Nc1ccccn1 | -1.0 | -0.3 | -1.5 | -0.2 | -31.7 | 1.2 | -0.1 | -1.8 | -11.8 | -8.9 | -0.5
CCOC(=O)C1=C(C)NC(=O)NC1c1ccc(OCC(=O)Nc2ccccc2)c(OC)c1 (centres undefined) | 0.8 | -0.6 | 0.5 | -0.9 | -4.3 | -2.6 | 1.0 | -1.4 | -2.1 | -1.0 | -1.6
O=C(Oc1ccc(F)c(F)c1)c1ccc2c(=O)n3c(nc2c1)CCC3 | 3.3 | -1.3 | -1.9 | -0.9 | -14.1 | -1.7 | 1.4 | -0.4 | -3.1 | -2.6 | 11.0
Cc1cccc(NC(=O)COC(=O)CCc2ccccc2)c1C | -0.3 | -0.5 | -0.3 | -0.4 | 1.0 | 1.6 | -0.1 | -1.0 | -1.8 | -3.8 | -1.9
CCC(=O)/C=C1\Sc2ccccc2N1CC | 2.7 | 0.6 | -0.1 | 0.3 | 4.1 | 0.9 | -1.1 | -0.8 | 4.8 | 2.7 | 2.8
Cc1cc(OC(=O)C(c2ccccc2)c2ccccc2)c([N+](=O)[O-])c(=O)[nH]1 | 0.4 | -0.3 | -0.4 | 3.4 | -0.9 | 1.4 | -0.3 | -0.1 | -3.6 | 1.3 | 6.3
CC12CCC(C(=O)N(NC(=O)c3cc(Cl)ccc3O)C1=O)C2(C)C (centres undefined) | -129.7 | -0.1 | 2.0 | 0.8 | i | 0.2 | -0.1 | -0.7 | -203.8 | -158.8 | -1.3
COc1cc(NC(C)C(=O)N2CC(C)OC(C)C2)cc(OC)c1 (centres undefined) | -16.6 | -0.5 | -1.5 | 0.9 | 2.5 | 0.6 | 0.6 | -1.0 | -3.0 | -16.8 | 1.3
COc1cccc(C2=CC(=O)CC(C)(C)C2=O)c1 | -2.1 | 1.8 | 0.6 | 0.1 | -18.0 | 0.8 | -0.3 | -0.8 | -5.3 | -2.0 | 7.8
O=S(=O)(c1ccc(Cl)c(NC(=S)N/N=C/c2ccc(O)cc2)c1)N1CCOCC1 | -1.2 | -0.8 | -2.9 | -0.1 | 13.8 | -4.4 | -2.2 | -2.4 | 4.3 | -2.5 | -19.6
Cc1cccnc1NC(=O)CSc1ncnc2sc(C)c(C)c12 | -9.6 | -1.9 | -2.8 | 1.2 | -21.8 | -1.8 | 0.5 | -0.5 | -6.5 | -23.2 | 3.0
CCC(C(=O)Nc1c(C)cccc1C)n1c(-c2cc(C)cs2)nc2ccccc21 (centres undefined) | -19.7 | -1.0 | -2.0 | . | -180.1 | 2.5 | . | -1.1 | -42.5 | -22.8 | 2.5
O=C(c1ccc2c(c1)N(Cc1ccccc1)CCS2)N1CCOCC1 | i | 0.0 | -1.4 | 0.4 | -242.7 | -1.6 | -0.6 | -0.7 | -76.5 | i | 1.2
Cc1ccc(NC(=O)CCn2cnc3cc(C)c(C)cc32)cc1 | 4.2 | -0.3 | -0.8 | 0.7 | -4.0 | -2.4 | 1.3 | -1.4 | -2.0 | -1.6 | -11.6
O=C(NCc1nc2ccccc2[nH]1)c1ccc([N+](=O)[O-])cc1 | -0.8 | -0.7 | -0.1 | 1.1 | 3.3 | 2.8 | 3.5 | -0.7 | 1.7 | 4.5 | 0.6
COc1ccc2[nH]c(=O)c(CN(C(=O)c3cccnc3)c3ccccc3C)cc2c1 | -16.7 | -0.5 | 0.9 | -0.8 | -170.9 | -4.9 | 0.9 | -1.7 | -49.9 | -30.9 | -1.6
Cc1nn(Cc2ccc(F)cc2Cl)c(C)c1[N+](=O)[O-] | 1.4 | 0.2 | -0.5 | 2.8 | 0.0 | -0.3 | 0.0 | -2.0 | -2.5 | -1.7 | -2.3
Cc1cccc(-c2nnc(SCC(=O)c3ccc(F)cc3)n2C)c1 | 0.1 | 0.0 | -3.1 | . | -1.5 | -0.7 | . | -1.0 | 1.1 | 2.8 | -34.0
CCCN1CCC(NC(=O)Cc2ccc(C)cc2)CC1 | 2.7 | 0.0 | -1.1 | 0.5 | 3.6 | -1.6 | 2.5 | -1.2 | -3.1 | -2.2 | 5.2
Cc1ccc(Cn2ncc3c(N4CCN(c5ccccc5C)CC4)ncnc32)cc1 | -1.6 | -1.9 | -2.7 | -3.9 | 1.0 | 0.5 | -2.7 | -1.5 | -0.9 | -0.2 | -1.8

Of the compounds above, these contain two or more sulfur atoms:
SMILES | PLC-gamma1 inh | DAX1 inh-1 | hcDAF-12 act | GAA850 FXN act | ADAM10 inh | hgDAF-12 ag | DAX1 inh-2 | ssDAF12 agonist | ADAM17 inh | PLCb3 inh | sPLA2-III inh
CCOC(=O)CSc1nc2c(sc3ccccc32)c(=O)n1CCCN1CCOCC1 | 0.9 | -0.7 | -3.2 | 2.1 | -8.5 | 0.1 | -1.6 | -1.4 | -7.9 | -1.5 | -2.9
O=S(=O)(c1ccc(Cl)c(NC(=S)N/N=C/c2ccc(O)cc2)c1)N1CCOCC1 | -1.2 | -0.8 | -2.9 | -0.1 | 13.8 | -4.4 | -2.2 | -2.4 | 4.3 | -2.5 | -19.6
Cc1cccnc1NC(=O)CSc1ncnc2sc(C)c(C)c12 | -9.6 | -1.9 | -2.8 | 1.2 | -21.8 | -1.8 | 0.5 | -0.5 | -6.5 | -23.2 | 3.0
